# KB-V1 cytotox: qHTS assay for MDR1-selective chemotherapeutics: Primary screen using the drug-selected MDR subline cells KB-V1. KB-V1 MDR cells viability, CellTiter-Glo, 72 h. Potency, µM (titrated, usually from 46.1 µM), without a hit: top-dose activity change, negative = cytotoxicity, hits mostly cytotoxic. actives 3.4% (n = 400,000). AID 1347076, 2019; also: potency is read from the fitted curve at half-maximal effect; % is scaled to controls: 0 for no effect and ±100 for the full control effect; nearly all actives have a fitted effect of over 60% in size
#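 Potencies derive from concentration-effect curves fitted to normalized luminescence (CellTiter-Glo) of KB-V1 cells treated for 72 h at 37 degrees C in phenol-red-free DMEM containing 10% FBS.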
# D3 antag: qHTS of D3 Dopamine Receptor Antagonist: qHTS. D(3) dopamine receptor (Homo sapiens), P35462. D3R cells, DiscoveRx beta-arrestin luminescence, antagonist mode; stronger effect = lower value. max response, negative = inhibition, %. actives 2.5% (n = 360,000). AID 652054, 2013; in the data active = max response below about -50%; inconclusive = no clear call, values can overlap the other calls; also: % is scaled to controls: 0 for no effect and ±100 for the full control effect; mostly tested at two doses, the higher about 12 µM
#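 Cells plated overnight at 1500 cells/well, then exposed to library compounds with dopamine controls for 90 minutes at 37 degrees C. DiscoveRx reagent added for 30–60 minutes at room temperature; luminescence read, quantitative HTS format.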
# GLP-1R agonist: qHTS of GLP-1 Receptor Agonists | Glucagon-like peptide 1 receptor (Homo sapiens), P43220 | HEK293 GLP-1R CRE-luciferase, luminescence, 4-6 h; cells express a hypersensitive GLP-1R form | Potency, µM (series often up to 45.6 µM), inactives show at the highest dose activation, actives largely listed as activators | actives 0.007% (n = 380,000) | AID 624172, 2012; also: potency is read from the fitted curve at half-maximal effect; % of control where 0% means no effect
# GLP1R cytotox: qHTS of GLP-1 Receptor Inverse Agonists: Cytotox Screen | actives 0.13% (n = 410,000) | HEK293 cAMP-luciferase reporter cells, luminescence, 24 h | Potency, µM (doses to about 38.3 µM), for inactives: at the top dose activity change, negative = inhibition, hits mostly inhibitors;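 also: loss of luciferase light is scored as toxicity; potency is read from the fitted curve at half-maximal effect; % is scaled to controls: 0 for no effect and ±100 for the full control effect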
#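 To flag toxic compounds, the library was rerun on cells for 24 hr at 37 deg C and 5% CO2. Viability-linked luminescence was captured 12 min after adding luciferase detection reagent.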
# PTHR1 agonist: qHTS for PTHR1 Agonists: Primary Screen. HEK293 GP2 PTHR1 cells, GloSensor cAMP luminescence, 1 h. Parathyroid hormone/parathyroid hormone-related peptide receptor (Homo sapiens), Q03431. Potency, µM (doses to about 115 µM), for inactives: top-dose activation, most hits filed as activators. actives 0.075% (n = 410,000); also: potency is read from the fitted curve at half-maximal effect; nearly all actives have a fitted effect of over 55% in size; some results filed as inactive show a strong effect at the top dose; inactives centre near -15; many of its hits are not listed in these tables
#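 HEK-293-derived GP2 cells expressing PTHR1 and a GloSensor cAMP reporter, 3,000/well, plated overnight, given luciferin plus IBMX (each 0.5 mM as added) for 1 h at 37 °C, then compound for 1 h at 37 °C. Luminescence was read after 15 min at room temperature.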
# TDP-43 yeast inh: qHTS of TDP-43 Inhibitors | TDP-43 expressing yeast growth rescue, BacTiter-Glo, 24 h | Potency, µM (titrated, usually from 46.1 µM), inactives show top-dose growth rescue (activation), actives largely listed as activators | actives 1.8% (n = 410,000) | AID 652104, 2013; also: potency is read from the fitted curve at half-maximal effect; % of control where 0% means no effect; nearly all actives have a fitted effect of over 50% in size
#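 Luminescence from BacTiter-Glo reports growth of TDP-43-expressing yeast after 24 hr at 30 deg C with compound. Cells were raffinose-pregrown to mid-log, then seeded in galactose medium at OD600=0.02.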
# aSyn yeast inh: qHTS of alpha-syn Inhibitors | Yeast expressing alpha-synuclein, growth rescue, BacTiter-Glo, 24 h | Potency, µM (top dose mostly 46.1 µM), without a hit: at the highest dose growth rescue (activation), hits mostly activators | actives 0.14% (n = 370,000); also: potency is read from the fitted curve at half-maximal effect; % of control where 0% means no effect; nearly all actives have a fitted effect of over 65% in size
#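 Readout is rescue of growth in alpha-synuclein-expressing yeast, so inhibitors of toxicity appear as activators. Growth after 24 hr at 30 deg C in galactose medium is quantified by luminescence.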
# DRD3 agonist: qHTS of D3 Dopamine Receptor Agonist: qHTS; AID 652048, 2013; D3R DiscoveRx beta-arrestin cells, luminescence, 90 min; D(3) dopamine receptor (Homo sapiens), P35462; actives 0.58% (n = 410,000); max activation, %; in the data active = max activation above about 30%; also: 0% is about no effect; mostly tested at two doses, the higher about 12 µM
#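 Agonist mode: compounds and dopamine controls were applied to plated cells for 90 min at 37 degrees C after an overnight attachment at 1500 cells/well. Luminescent read-out followed 30 - 60 minutes at room temperature with DiscoveRx detection reagent.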
# GLP1R inv ag: qHTS of GLP-1 Receptor Inverse Agonists (Inhibition Mode); Glucagon-like peptide 1 receptor (Homo sapiens), P43220; HEK293 GLP-1R CRE-luciferase, luminescence, 24 h; GLP-1R form is constitutively active; Potency, µM (highest dose often 38.3 µM), for inactives: top-dose activity change, negative = inhibition, actives largely listed as inhibitors; actives 1.6% (n = 410,000); AID 624417, 2012; also: potency is read from the fitted curve at half-maximal effect; % is scaled to controls: 0 for no effect and ±100 for the full control effect; nearly all actives have a fitted effect of over 55% in size
#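 qHTS in 1536-well format: reporter HEK293 cells expressing constitutive GLP-1R activity in DMEM + 10% Nu serum, 24 hr with compounds at 37 deg C, luminescence read after 12 min with detection reagent.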
# * hit, by the source's call; i = inactive; ? = inconclusive; nt = no result given; & = joins results of further samples; [ ] = remark or other dose. Unless noted, calls follow the shape of the dose curve; as a rule, active = well fitted curve in the direction sought with a large enough effect; inconclusive = small, poorly fitted or top-dose-only effect, or another doubt; inactive = no such curve, though single readings can be large; an effect the other way counts as inactive or inconclusive. The list is partial; the hit share may differ from the screen's.
SMILES,KB-V1 cytotox,D3 antag,GLP-1R agonist,GLP1R cytotox,PTHR1 agonist,TDP-43 yeast inh,aSyn yeast inh,DRD3 agonist,GLP1R inv ag
CC(NC(=O)COC(=O)c1cc(Cl)ccc1O)C1CC2CCC1C2 (stereo unspecified),?,-22,6%,-6%,-35%[inhibitor],17%,-3%,-9,-20%
NC(=O)CC(NC(=O)c1ccc(Cl)cc1)C(=O)NCCc1ccc(S(N)(=O)=O)cc1 (stereo unspecified),10%,2,-2%,0%,i,-9%,-1%,-1,15%
CC(=O)c1ccc(S(=O)(=O)NCCC(=O)OCC(=O)N(Cc2ccccc2)C(C)(C)C)cc1,21µM*,-9,1%,2%,-16%,23%,11%,-1,20%
CNC(=S)N1C2CCCC1CC(NC(=O)c1ccc(C)cc1)C2 (stereo unspecified),-16%,96,8%,-7%,i,22%,1%,1,-3%
COC(=O)c1c(C)[nH]c(C)c1-c1ccc([N+](=O)[O-])cc1,-24%,-21,-3%,-7%,-39%[inhibitor],?,-30%[inhibitor],-2,?
CC(=O)Nc1ccc(S(=O)(=O)NCCC(=O)NCCOc2ccccc2)cc1,?,-26,1%,5%,-9%,7%,1%,-8,-6%
CCNc1nc(NCC)n2c(SCC(=O)Nc3ccc(OC(F)F)cc3)nnc2n1,24%,-20,5%,18%,i,16%,0%,-13,18%
CC1CCCC(NC(=O)COC(=O)c2ccc(N(C)C)cc2)C1C (stereo unspecified),?,2,0%,13%,-9%,10µM*,nt,4,5%
CC(=O)Nc1ccc(CN2CCc3c([nH]c4ccccc34)C2C(C)(C)C)cc1 (stereo unspecified),3%,-22,-4%,-9%,-15%,-9%,-2%,-3,?
COc1ccc(S(=O)(=O)NCc2ccc(C(=O)NCc3ccccc3)cc2)cc1,1%,nt,0%,4%,-9%,3%,nt,-7,18%
Cc1ccc(CNC(=O)CCCc2ccccc2)cc1,-1%,5,0%,12%,i,16%,3%,0,?
CC[C@]12c3[nH]c4ccccc4c3CCN1C(=O)C(CC(=O)NCCCn1ccnc1)C[C@@H]2C(=O)N1CCN(C(=O)C2CC2)CC1 (stereo partly specified),0%,7,0%,-4%,-19%,12%,0%,-13,-8%
O=C(CCNS(=O)(=O)c1ccc(Cl)cc1)N1CCN(Cc2ccccc2)CC1,?,-9,3%,10%[1.53 µM],-23%,1%,-1%,-6,2%
Cc1ccc(S(=O)(=O)N2CCC(C(=O)N/N=C/c3ccccc3[N+](=O)[O-])CC2)cc1,13µM*,9,-5%,-13%,i,-7%,2%,3,-3%
O=C(Nc1c2c(nn1-c1ccccc1)CS(=O)C2)c1ccc(Br)o1 (stereo unspecified),-7%,-10,-8%,1%,i,6%,0%,5,-7%
CCOC(=O)N1CCN(C2=C(NS(=O)(=O)c3ccc(Br)cc3)C(=O)c3ccccc3C2=O)CC1,?,-13,-7%,?,-2%,3%,15%,6,?
CCOC(=O)c1c(C)oc(C)c(C(=O)OCC)c1=O,0%,13,2%,16%,i,-10%,3%,-6,3%
O=S(=O)(NCc1cccnc1)c1ccc(Cl)c(Cl)c1,-9%,3,8%,-3%,i,5%,21%,0,-6%
COc1ccc(C)cc1NC(=O)c1ccc(CN2CCN(c3ccccc3)CC2)cc1,18µM*,?,2%,-5%,i,11%,2%,20,?
CCCc1cc(=O)oc2c(CN3CCCC3)c(O)ccc12,2%,0,0%,251%[activator],i,3%,1%,13,0%
O=C1CCCC2=C1C1(CCCCC1)N=C(Nc1nc3ccccc3o1)N2,-29%,28,4%,8%,-4%[57.5 µM],0%,-1%,4,-20%
CC(C)Oc1ccc(CNC(=O)c2ccc(NC(=O)N3CC(C)Sc4ccccc43)cc2)cc1 (stereo unspecified),-7%,nt,nt,-11%,i,19%,nt,-21,?
C=C(C)Cn1c(CCNC(=O)C(C)(C)C)nc2ccccc21,-2%,-11,7%,0%,-5%,-3%,-1%,-1,0%
O=C(Cn1ccc2cc(S(=O)(=O)N3CCCCC3)ccc21)NCCc1ccccc1Cl,-1%,nt,nt,-2%,-15%,23%,nt,-10,?
CCOc1ccc(N(CC(=O)NCCc2ccc(F)cc2)S(=O)(=O)c2ccccc2)cc1,?,14,-5%,?,i,-17%,2%,3,?
C[C@@H]1CNC(=O)c2c(C(=O)N[C@@H](Cc3c[nH]c4ccccc34)C(=O)OC(C)(C)C)ncn21,-15%,2,-1%,1%,-20%,6%,0%,-8,9%
COc1ccccc1N1CCN(S(=O)(=O)c2ccc(-c3coc(C)n3)cc2)CC1,?,nt,3%,-3%,-8%,12%,-6%,4,1%
O=C(Cn1c(-c2cscn2)nc2ccccc21)Nc1ccc(Cl)cc1,-22%,17,0%,-14%,i,12%,1%,0,?
Cc1sc2ncnc(N3CCN(S(=O)(=O)c4ccccc4)CC3)c2c1C,7.3µM*,50,-1%,-12%,-28%,18µM*,-3%,3,4%
Cc1ccccc1C(=O)N/N=C/c1ccc(Sc2ccccn2)o1,21µM*,-20,-9%,66%[activator],-25%,-7%,12%,3,0%
CN(C)S(=O)(=O)c1cccc(CSCc2cccc(S(=O)(=O)N(C)C)c2)c1,?,22,13%,50%[activator],-14%,7%,-14%,-3,7%
Cc1ccc(CNC(=O)C2CCC(=O)N(CCc3ccccc3)C2)s1 (stereo unspecified),-3%,-14,6%,1%,i,-24%,-2%,-2,7%
O=C(CSc1nnnn1C1CC1)Nc1cccc(S(=O)(=O)N2CCCC2)c1,?,2,-6%,-26%,i,16%,1%,0,-15%
CC(C)(C)c1ccc(OCC(=O)Nc2ccncc2)c(Br)c1,?,-1,20%,?,-33%[inhibitor],11%,-2%,-2,?
COC(=O)[C@@H]1CCCN1C(=O)CCc1nnc(CCc2c[nH]c3ccccc23)o1,-4%,-9,2%,-4%[7.66 µM],-26%,20%[9.22 µM],0%,-11,-11%[7.66 µM]
CC1Cc2ccccc2N1S(=O)(=O)c1cccc(C(=O)N2CCN(c3ncccn3)CC2)c1 (stereo unspecified),?,3,16%,10%,-59%[inhibitor],-20%[9.22 µM],0%,-9,?

# The closing 2 entries of the section before open the next one.
SMILES,KB-V1 cytotox,D3 antag,GLP-1R agonist,GLP1R cytotox,PTHR1 agonist,TDP-43 yeast inh,aSyn yeast inh,DRD3 agonist,GLP1R inv ag
COC(=O)[C@@H]1CCCN1C(=O)CCc1nnc(CCc2c[nH]c3ccccc23)o1,-4%,-9,2%,-4%[7.66 µM],-26%,20%[9.22 µM],0%,-11,-11%[7.66 µM]
CC1Cc2ccccc2N1S(=O)(=O)c1cccc(C(=O)N2CCN(c3ncccn3)CC2)c1 (stereo unspecified),?,3,16%,10%,-59%[inhibitor],-20%[9.22 µM],0%,-9,?
Cc1ccccc1-c1cccc([C@@H]2C[C@H]3[C@H](CON3C)CN2C)c1,-7%,8,13%,9%,i,19%,2%,-32,-2%
CC(=O)Nc1ccc(C2CC(c3ccc(Cl)cc3)=NN2c2ccccc2)cc1 (stereo unspecified),0%,19,-1%,210%[activator],-9%,13%,3%,2,?
Fc1ccc(-c2csc(N3CCC(c4ccccc4)C3)n2)cc1 (stereo unspecified),?,0,-2%,9%,-25%[57.5 µM],1%,-10%,-5,5%
CC(C)=CCc1c(C)nc2ccccc2c1C(=O)O,2%,-2,0%,-16%,-7%[57.5 µM],9%,-7%,-6,2%
Cc1csc(C2=C(O)CN(c3ccc4c(c3)OCCOCCOCCOCCO4)C2=N)n1,1%,8,1%,-17%,-16%[57.5 µM],-3%,1%,0,-9%
Cc1ccc(CNC(=O)CSc2c3c(nc4cc(Cl)ccc24)CCCC3)o1,?,-76*,-1%,-25%,-15%[57.5 µM],16µM*,-13%,-1,?
Brc1ccc2c(c1)CNc1c(ncnc1N1CCOCC1)O2,?,44,0%,-9%,-34%[inhibitor],-29%,-5%,4,-2%
CC(C)(C)c1ccc(C(=O)NNc2ncnc3c2cnn3-c2ccccc2)cc1,27%,nt,nt,19%,-10%,20%,nt,-21,5%
CC(=O)N1CCC(=NNc2nc3ccccc3s2)CC1,?,0,-2%,-5%,-23%,18%,-7%,11,-13%
O=C(O)CC1S/C(=N\N=C/c2ccccc2)N(c2ccc(O)cc2)C1=O (stereo unspecified),?,-17,-1%,-5%,i,-8%,6%,-2,-3%
Fc1ccccc1-c1nc(-c2cnccc2C(F)(F)F)no1,3%,-3,1%,-4%,-8%,-2%,3%,-11,?
CC1CCCC(C)N1CCCNC(=O)C1CCCN(S(=O)(=O)N2CCCCC2)C1 (stereo unspecified),22%,-22,-5%,1%,-18%,5%,0%,-1,3%
CCN(Cc1ccncc1)Cc1nc(CC2CC2)no1,-4%,-2,8%,1%,i,0%,-3%,-8,-1%
Cc1ccc(C2=CSC3=NCCN23)c(C)c1,-2%,0,13%,15%,-8%[57.5 µM],-13%,-9%,6,?
CNC(=O)c1cc(Oc2ccc(NC(=O)Nc3ccc(Cl)c(C(F)(F)F)c3)cc2)ccn1,?,-58*,-3%&-5%,-32%,-40%[inhibitor],18%,-46%&-44%[inhibitor],0&1,?
COC(=O)c1ccccc1NC(=O)CCCN1C(=O)C(c2ccccc2)Oc2cccnc21 (stereo unspecified),?,5,-4%&1%,5%&2%,-9%&-12%,5%&18%,5%,5&-4,3%&8%
Cc1c(C(=O)Nc2ccccc2)c2ccc(C(F)(F)F)cc2n1O,?,11,10%,-3%,-31%[inhibitor],-11%,1%,7,-23%
CC(=O)Nc1ccc(NC(=O)Cc2sc(-c3cccnc3)nc2-c2ccc(C)cc2)cc1,14%,2,10%,-21%,-21%,2%,-1%,-1,-5%
